From PubChem BioAssay
tuberculosis growth – growth inhibition of non-replicating M. tuberculosis (AID 488890); inhibition, % at 25 µM, or IC50 in µM where a hit was titrated; Mycobacterium tuberculosis non-replicating, growth inhibition; higher % means a stronger effect; 0.39% of 320,000 active; in the data active = a potency from the dose series; inconclusive = inhibition mostly from about 82% at the one dose, without a potency; inactive = the rest, 99 in 100 with inhibition below about 76%;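 note: plate controls were DMSO cells for no effect and high antibiotic wells for full effect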
VEEV TC-83 Vero – inhibitors of VEEV TC-83 cytopathic effect, confirmation, Vero cells (AID 588727); Vero cells, VEEV TC-83 cytopathic effect inhibition; higher % means a stronger effect; inhibition, % at 20 µM, or IC50 in µM where a hit was titrated; 0.13% of 350,000 active; in the data active = a potency from the dose series; inconclusive = inhibition mostly from about 14% at the one dose, without a potency; inactive = the rest, 99 in 100 with inhibition below about 12%; note: strong numbers were not always called active
H37Rv inhibition – M. tuberculosis growth inhibition, HTS (AID 449762); M. tuberculosis H37Rv growth inhibition, 7H9 media; higher % means a stronger effect; inhibition, % at 25 µM; hits with a dose series show IC50 in µM; 0.59% of 330,000 active; in the data active = a potency from the dose series; inconclusive = inhibition above about 70% without an active follow-up result;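 note: bacterial growth assessed after seven days of incubation; strong numbers were not always called active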
influenza NS1A – H1N1 influenza NS1A inhibitors, functional cell based assay (AID 504329); NS1A functional cell-based assay, percent inhibition; higher % means a stronger effect; inhibition, % at 12.5 µM; hits with a dose series show IC50 in µM; 0.3% of 340,000 active; in the data active = a potency from the dose series; inconclusive = inhibition above about 27% without an active follow-up result; note: strong numbers were not always called active
PhoP GFP inhibition – Inhibition of PhoP regulon, Salmonella typhi GFP reporter cells, confirmation, 4 h (AID 1850); Salmonella Typhi PhoP-promoter GFP reporter, fluorescence, 4 h; higher % means a stronger effect; inhibition, % at 50 µM; hits with a dose series show IC50 in µM; 0.33% of 310,000 active; in the data active = a potency from the dose series; inconclusive = inhibition mostly from about 25% at the one dose, without a potency; inactive = the rest, 99 in 100 with inhibition below about 19%;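 note: 0% = induced wells with vehicle and 100% = uninduced wells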
VEEV TC-83 Vero 10K pilot screen – second read-out of VEEV TC-83 Vero, no call of its own (marks repeat the call); inhibition, %; measured here: 10K pilot screen inhibition
Starred values were filed as active, the others as inactive; i = inactive; ? = inconclusive; . = not tested or not shown. Random draw from the library. Share with any hit: about 1.5%.

SMILES	tuberculosis growth	VEEV TC-83 Vero	H37Rv inhibition	influenza NS1A	PhoP GFP inhibition	others
O=C(O)C1SCCN1S(=O)(=O)c1ccc(N=NN2CCOCC2)cc1 (stereo unspecified)	-13.7%	i	2.9%	-17.1%	-8.0%
c1ccc(-c2nnc3sc(-c4cc5ccccc5o4)nn23)cc1	59.0%	2.6%	?	26.3%	-1.6%
CC(C)C(=O)NC(CC(=O)O)c1ccccc1 (stereo unspecified)	-9.1%	0.9%	-1.9%	-0.3%	-19.0%
CC1CC1C(=O)N(C)CC(=O)Nc1cccc(F)c1 (stereo unspecified)	-12.4%	3.4%	0.2%	-3.3%	4.1%
O=C(NCc1ccccn1)C1CCN(S(=O)(=O)c2cnc[nH]2)CC1	-4.6%	1.6%	1.1%	0.8%	3.0%
COc1ccc(N(C)S(=O)(=O)c2cccc(C(=O)NC3CCCCC3C)c2)cc1 (stereo unspecified)	-2.3%	5.8%	4.2%	-2.6%	-0.2%
NS(=O)(=O)c1ccc(NC(=O)C(=O)NCCC(=O)O)cc1	2.0%	0.4%	-10.5%	-4.6%	-5.5%
COc1ccc(OC)c(S(=O)(=O)Nc2ccc(Oc3ccccc3)cc2)c1	3.5%	0.1%	1.7%	-2.4%	-6.8%
Cc1ccc(C(=O)O/N=C2/CC3CCC2(C)[C@@]3(C)CBr)cc1 (stereo partly specified)	2.5%	3.6%	-4.2%	0.9%	12.6%
O=c1cc(C(F)(F)F)nc(-c2cccnc2)[nH]1	43.8%	i	-4.6%	11.5%	-11.4%
O=C(Nc1ccc2c(c1)OCCO2)C1CCCN1S(=O)(=O)c1ccc(Cl)cc1 (stereo unspecified)	2.4%	3.0%	-10.0%	-0.3%	1.8%
CSCC[C@H](NC(=O)[C@@H]1Cc2ccccc2CN1)C(=O)Nc1cccc(C)c1	-4.2%	i	0.7%	-0.2%	-6.9%
COc1cc2cc(CN(CCN3CCCC3)C(=O)Nc3ccc(F)cc3)c(=O)[nH]c2cc1OC	30.6%	9.8%	5.0%	2.3%	-6.9%
CCOC(=O)c1c(C)[nH]c(C(=O)COC(=O)CNS(=O)(=O)c2ccc(C)cc2)c1C	-3.8%	0.9%	0.7%	-2.5%	.
Cc1ccc(NC(=O)Cn2cnc3c(NCc4ccccc4)ncnc32)cc1C	.	0.1%	.	-16.4%	.
COc1cc(C2C(C#N)=C(N)OC3=C2C(=O)CCC3)cc(OC)c1OC(=O)N1CCOCC1 (stereo unspecified)	-2.7%	7.4%	0.4%	-4.5%	-4.7%
CO/N=C/c1ccc(OC)c(Oc2nc(OC)cc(OC)n2)c1	43.7%	0.0%	3.7%	9.2%	-3.1%
CCN(CC)S(=O)(=O)c1ccc(N2CCOCC2)c(NC(=O)CCC2CCCCC2)c1	11.6%	i	-16.3%	6.1%	-3.8%
COc1ccc(O)c(/C=C(\C#N)C(=O)Nc2ccccn2)c1	.	1.0%	.	-0.6%	.
Cc1cc(C)c(S(=O)(=O)c2cccc(Br)c2C)c(=O)[nH]1	-2.7%	0.2%	1.1%	18.9%	4.9%
CC1CC(=O)Nc2ccccc2N1C(=O)COc1ccc2cc(Br)ccc2c1 (stereo unspecified)	56.6%	4.8%	30.9%	4.2%	.
CC(=O)Nc1cc(-c2nn3c(C)nnc3s2)ccc1C	-9.3%	0.1%	-2.6%	1.2%	-13.0%
Cn1c(=O)n(C)c2cc(/C=N/NC(=O)c3ccncc3)ccc21	54.4%	.	?	.	-7.5%
C[C@H](NC(=O)COc1ccccc1)C(=O)OCC(=O)c1cc2ccccc2o1	.	i	.	7.2%	.
O=C(CN1CCOc2ccccc21)N1CCN(c2cccc(Cl)c2)CC1	14.1%	4.1%	-8.3%	0.3%	4.9%
CCOC(=O)c1cnc(N)nc1-c1ccccc1	.	i	.	7.8%	.
O=C(CN(C(=O)CCC(=O)Nc1nccs1)c1ccccc1F)NCc1ccccc1	-0.3%	2.0%	1.9%	0.9%	1.6%
O=C(CN(CCc1ccccc1)S(=O)(=O)c1ccc(Cl)cc1)N/N=C/c1ccc2c(c1)OCO2	-13.7%	0.1%	-5.7%	-0.8%	-3.7%
CC(C(=O)Nc1ccc(Cl)cc1Cl)N1CC=C(c2ccccc2)CC1 (stereo unspecified)	33.1%	0.4%	2.4%	-7.5%	-9.3%
CCOC(=O)C1=C(C)NC(=O)NC1c1ccc(Cl)cc1Cl (stereo unspecified)	4.9%	0.5%	-5.8%	-2.4%	-10.5%

Grouped by structure: the compounds so far with a COOH group
SMILES	tuberculosis growth	VEEV TC-83 Vero	H37Rv inhibition	influenza NS1A	PhoP GFP inhibition	others
O=C(O)C1SCCN1S(=O)(=O)c1ccc(N=NN2CCOCC2)cc1 (stereo unspecified)	-13.7%	i	2.9%	-17.1%	-8.0%
CC(C)C(=O)NC(CC(=O)O)c1ccccc1 (stereo unspecified)	-9.1%	0.9%	-1.9%	-0.3%	-19.0%
NS(=O)(=O)c1ccc(NC(=O)C(=O)NCCC(=O)O)cc1	2.0%	0.4%	-10.5%	-4.6%	-5.5%

Some of these compounds in order of molar mass, descending:
SMILES	tuberculosis growth	VEEV TC-83 Vero	H37Rv inhibition	influenza NS1A	PhoP GFP inhibition	others
CC(C(=O)Nc1ccc(Cl)cc1Cl)N1CC=C(c2ccccc2)CC1 (stereo unspecified)	33.1%	0.4%	2.4%	-7.5%	-9.3%
CCOC(=O)C1=C(C)NC(=O)NC1c1ccc(Cl)cc1Cl (stereo unspecified)	4.9%	0.5%	-5.8%	-2.4%	-10.5%
CC(=O)Nc1cc(-c2nn3c(C)nnc3s2)ccc1C	-9.3%	0.1%	-2.6%	1.2%	-13.0%
CCOC(=O)c1cnc(N)nc1-c1ccccc1	.	i	.	7.8%	.

Next part.
SMILES	tuberculosis growth	VEEV TC-83 Vero	H37Rv inhibition	influenza NS1A	PhoP GFP inhibition	others
COc1ccc2c(c1)NC(c1ccc(N(C)C)cc1)c1cccn1-2 (stereo unspecified)	26.9%	7.3%	?	2.6%	-15.6%
CCOc1ccccc1C1C(C#N)=C(N)Oc2cc(C)n(C)c(=O)c21 (stereo unspecified)	11.2%	0.5%	7.4%	6.7%	4.6%
CSc1ncc(CN2CCc3c([nH]c4ccccc34)C2c2cccc(C)n2)cn1 (stereo unspecified)	21.0%	1.1%	12.3%	17.1%	0.1%
COc1ccc2c(c1)CCCC21NC(=O)N(CC(=O)c2cc(F)ccc2F)C1=O (stereo unspecified)	-7.9%	0.8%	0.8%	-8.1%	.
Cc1csc(NC(=O)CSc2nnc(-c3ccoc3C)o2)n1	?	8.8%	?	2.5%	-0.5%
NS(=O)(=O)c1cccc(NC(=O)COC(=O)c2ccccc2SCC(=O)N2CCCC2)c1	3.4%	0.6%	2.8%	-9.7%	.
Cc1ccc(NC(=O)COc2ccccc2C#N)cc1S(=O)(=O)N1CCCCCC1	41.4%	1.0%	-1.6%	-8.2%	.
COc1ccc(S(=O)(=O)N(C)C[C@H]2Oc3ccc(NC(=O)CCC(F)(F)F)cc3C(=O)N([C@H](C)CO)C[C@@H]2C)cc1	29.9%	0.1%	1.3%	-4.2%	.
COC(=O)c1cccc(NC(=O)C2COc3ccccc3O2)c1 (stereo unspecified)	?	1.4%	2.1%	-0.2%	7.6%
CC1CCCCC1Nc1ncnc2sccc12 (stereo unspecified)	15.3%	i	-12.2%	-8.9%	10.2%
C#CCOCCOCCOCCNc1nc(N2CCOCC2)nc(N2CCN(C(=O)[C@H]([C@@H](C)CC)n3cc(CCCN=C(N)N)nn3)CC2)n1	40.4%	0.7%	4.0%	9.4%	10.1%
COc1ccc(-n2c(Cc3cccn3C)nnc2SCC(=O)Nc2cccc(NC(C)=O)c2)cc1	7.0%	4.4%	-11.7%	-3.3%	0.7%
COc1ccc(Cl)cc1NC(=O)c1cc(-c2ccccc2)on1	32.0%	0.2%	6.5%	-5.2%	111.6%
CCCCCC(=O)NC(=S)Nc1ccc(Br)cc1C	63.8%	i	3.7%	-4.7%	12.9%
CCCOc1ccc(-c2nc(N3CCN(CC)CC3)c3ccccc3n2)cc1	77.1%	4.2%	?	8.2%	-6.4%
O=C1CCC(=O)N1OCCOc1ccc(Cl)c2ccccc12	11.0%	0.9%	0.9%	-2.0%	-0.9%
Cc1cc(C)c(C)c(S(=O)(=O)N2CCCN(C)CC2)c1C	-0.2%	0.7%	10.4%	1.6%	15.1%
CC(C)(O)c1[nH]c2ccc(C(F)(F)F)cc2c1C(C)(C)O	18.0%	0.9%	2.5%	13.2%	5.1%
Cc1ccc(S(=O)(=O)Cn2nnnc2C(C(C)C)N2CCSCC2)cc1 (stereo unspecified)	7.0%	i	1.2%	-1.9%	-15.0%
Cc1cc(Br)ccc1OCC(=O)N(Cc1nc(-c2ccccc2)no1)C(C)C	4.6%	i	6.5%	-9.1%	4.5%
N#C/C(=C\c1cn(CCOc2ccccc2F)c2ccccc12)C(=O)NCc1cccs1	10.8%	1.7%	5.6%	-7.2%	-4.2%
CCN1C(=O)/C(=C\c2ccco2)C(C(=O)OC)=C1C	-4.7%	i	-9.3%	-13.0%	-2.6%
COc1nc(=O)n(C2OC(CO)C(O)C2O)cc1C (stereo unspecified)	.	i	.	-2.2%	.
Cc1cccc(-c2nc(CC(=O)Nc3cccc(S(=O)(=O)NC4=NCCC4)c3)cs2)c1	25.6%	5.3%	-13.8%	8.3%	.
O=C(c1ccc(Cl)cc1)n1cnc2ccccc21	12.3%	0.2%	0.2%	-3.8%	-6.9%
CC(CNC(=O)C(C)(C)C)NC(=O)C(C)(C)C (stereo unspecified)	-9.1%	i	0.7%	-3.4%	-2.9%
Cc1ccc(OCc2nnc(SCC(=O)N3CCc4ccccc43)n2C)cc1	.	0.4%	-7.9%	-22.0%	-0.1%
COc1ccc(/C=C(\NC(=O)c2cccs2)C(=O)NC(C)(C)C)cc1OC	-3.6%	0.7%	-7.6%	21.7%	2.2%
O=C(NCc1ccc(Cl)cc1)C1CCC(CNc2c(N3CCCC3)c(=O)c2=O)CC1 (stereo unspecified)	10.0%	0.3%	-0.5%	-17.1%	10.1%
COc1ccc2oc(=O)c(/C(C)=N/Nc3nc(-c4cc(C)ccc4C)cs3)cc2c1	-15.1%	9.3%	4.0%	0.0%	3.9%
CCC1CCCCN1CC(=O)Nc1cc(C)nn1-c1nc(C)cc(C)n1 (stereo unspecified)	67.1%	i	11.2%	4.1%	-1.1%
COC(=O)[C@@]1(Cc2ccc(OC)cc2)[C@H]2c3cc(C(=O)N4CCCC4)n(Cc4c(CO)[nH]cc(C)c4=O)c3C[C@H]2CN1C(=O)c1ccccc1	19.9%	.	-0.5%	.	6.5%
CC(=O)Nc1ccc(N2CCN(c3ccc(C(F)(F)F)cn3)CC2)nc1	25.7%	i	17.9%	4.9%	2.9%
Nc1n[nH]c(C2CC2)c1N=Nc1ccc(Cl)c(Cl)c1	3.5%	3.4%	?	.	-4.6%
COc1ccc(CCNC(=O)C2CCN(C(=O)c3cccc(Cl)c3)CC2)cc1OC	-18.1%	i	9.6%	-8.5%	2.4%
Cc1ccc(OC(=O)c2oc3ccc(F)cc3c2C)c(C)c1	?	0.1%	6.82µM*	-8.1%	-8.5%
CCCSC(=S)NC1CCS(=O)(=O)C1 (stereo unspecified)	50.0%	11.4%	-0.9%	0.2%	14.2%
O=C(COC(=O)c1n[nH]c2ccccc12)Nc1ccccc1	62.9%	2.0%	8.1%	-3.6%	1.0%
CSCCC(NC(=O)COc1ccccc1)C(=O)Nc1ccc(C)cc1 (stereo unspecified)	3.9%	1.3%	4.4%	-8.8%	-0.2%
O=c1[nH]c(=O)n(-c2ccc(Cl)cc2)c(O)c1C=NCCN1CCCCC1	-5.5%	0.4%	1.6%	-2.8%	-10.2%
CCC(=O)NC(=S)Nc1cc(C(=O)O)ccc1OC	-3.8%	0.8%	-6.4%	-3.5%	3.8%
Cc1ccc(NC(=O)c2ncn(CCCN(C)CCc3ccccn3)n2)cc1C	.	i	.	-5.3%	.
NCCCC[C@@H](C(=O)N1CCNCC1)n1cc(CN)nn1	-1.4%	0.7%	-6.7%	-6.4%	-12.5%	VEEV TC-83 Vero 10K pilot screen=0.3
C/C(=C\c1ccccc1)C(=O)Nc1cc(C)on1	0.6%	2.6%	0.2%	-2.6%	0.2%
O=C(NCc1cccnc1)c1ccc(S(=O)(=O)N2CCOCC2)cc1	4.7%	0.8%	8.4%	-1.0%	-14.4%
Cc1ccc(S(=O)(=O)N(C)C)cc1[N+](=O)[O-]	-10.1%	1.4%	4.1%	-1.9%	15.3%
